M4 ag: CHRM4 agonism in calcium assay | 360,000 tested, 0.14% active | activation, % at 3 µM | P08173 | AID 624127 | CHO-K1 hM4/Gqi5, Fluo-8 calcium fluorescence; vehicle 0%, full acetylcholine response 100%;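 active = activation above the run mean over all test wells plus 3 SD, cut at about 32% in these data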;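 note: peak over basal fluorescence ratio per well then scaled between controls; 0% = DMSO wells and 100% = acetylcholine at EC100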
Target sequence (P08173 whole entry, looked up): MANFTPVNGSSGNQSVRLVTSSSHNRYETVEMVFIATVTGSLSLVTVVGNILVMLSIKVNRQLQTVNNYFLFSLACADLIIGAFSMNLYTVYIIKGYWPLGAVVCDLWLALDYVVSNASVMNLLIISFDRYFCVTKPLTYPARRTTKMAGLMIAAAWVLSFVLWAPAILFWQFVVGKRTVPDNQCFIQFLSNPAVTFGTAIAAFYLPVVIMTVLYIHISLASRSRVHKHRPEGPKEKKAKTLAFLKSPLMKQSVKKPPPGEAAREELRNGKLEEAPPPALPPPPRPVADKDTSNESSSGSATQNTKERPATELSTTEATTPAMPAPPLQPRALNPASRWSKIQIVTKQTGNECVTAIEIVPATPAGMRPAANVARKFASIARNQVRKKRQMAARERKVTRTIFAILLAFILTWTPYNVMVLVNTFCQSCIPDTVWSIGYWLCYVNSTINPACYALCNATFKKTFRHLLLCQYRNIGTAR
M1 PAM: positive allosteric modulators of human M1 muscarinic receptor | CHO-K1 hM1, Fluo-8 calcium fluorescence, ACh EC20; 0% = ACh EC20, 100% = maximal ACh | activation, % at 3 µM | 360,000 tested, 0.088% active | AID 588819; in the data active = activation above about 19%, passing the limit was not always enough
M4 PAM: CHRM4 positive allosteric modulation; activation, % at 3 µM; 360,000 tested, 0.4% active; AID 624126; P08173; CHO-K1 hM4/Gqi5, Fluo-8 calcium fluorescence, ACh EC20; 0% = ACh EC20, 100% = maximal ACh;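 active = activation above its plate's cutoff, the mean activation of sample wells plus 3 SD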; note: some results filed as inactive read as strong as hits
M4 antag: antagonists of human muscarinic M4 receptor (CHRM4); P08173; CHO-hM4 cells, ACh EC80, Fluo-8 calcium fluorescence; inhibition, % at 3 µM; 360,000 tested, 0.73% active;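 active = inhibition above its plate's cutoff, the mean inhibition of sample wells plus 3 SD, cut at about 27% in these data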;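 note: 0% = acetylcholine EC80 with DMSO and 100% = DMSO without agonist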
CHRM5 agonist: agonists of human muscarinic M5 receptor (CHRM5). 360,000 tested, 0.19% active. CHO-K1 hM5 cells, Fluo-8 calcium fluorescence; 0% DMSO wells, 100% maximal acetylcholine response. P08912. activation, % at 3 µM;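 active = activation above the run's mean over test compounds plus 3 SD, cut at about 23% in these data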;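 note: signal is peak over basal fluorescence ratio across the kinetic read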
Target sequence (P08912 whole entry, looked up): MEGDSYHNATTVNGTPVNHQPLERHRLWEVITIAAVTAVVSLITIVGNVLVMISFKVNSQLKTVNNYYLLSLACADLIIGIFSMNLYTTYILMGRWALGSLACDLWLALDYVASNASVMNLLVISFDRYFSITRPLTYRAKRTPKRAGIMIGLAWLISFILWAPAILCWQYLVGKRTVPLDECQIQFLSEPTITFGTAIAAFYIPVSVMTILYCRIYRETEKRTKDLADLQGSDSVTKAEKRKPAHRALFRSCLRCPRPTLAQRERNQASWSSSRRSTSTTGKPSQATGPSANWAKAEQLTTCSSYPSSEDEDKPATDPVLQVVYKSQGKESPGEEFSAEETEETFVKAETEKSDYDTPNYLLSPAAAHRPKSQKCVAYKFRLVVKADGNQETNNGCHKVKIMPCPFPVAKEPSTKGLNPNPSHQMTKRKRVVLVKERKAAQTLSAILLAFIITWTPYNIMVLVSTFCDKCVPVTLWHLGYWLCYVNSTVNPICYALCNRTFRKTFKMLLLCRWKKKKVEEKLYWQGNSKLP
CHRM5 PAM: CHRM5 positive allosteric modulation. P08912. CHO-K1 hM5, Fluo-8 calcium, ACh EC20 PAM; 0% = ACh EC20, 100% = ACh EC100. activation, % at 3 µM. 360,000 tested, 0.3% active. AID 624038;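 active = activation above the run cutoff, the mean activation of all test compounds plus 3 SD, cut at about 18% in these data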
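Test system: CHO-K1 hM5 cells / Doses: single-point, 3 µM nominal / Times: Post-acetylcholine fluorescence recording 140 s / Technique: Fluo-8 calcium fluorescence / Measure: Max/basal fluorescence ratio as % of EC20–EC100 ACh window / Benchmarks: low control EC20 acetylcholine (0%), high control EC100 acetylcholine (100%) / Replicates: one well per compound, no replicates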
CRFBP-R2 agonist: CRF-BP/CRF-R2 complex agonism; HEK293 CRF-R2/CRF-BP, calcium dye fluorescence (FLIPR); percent of saturating CRF peptide response; AID 588473; 350,000 tested, 0.46% active; activation, % at 13.2 µM;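 active = activation of at least 50%, plus an integration ratio under a set limit after plate pattern correction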;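 note: plate controls were neutral control wells without compound for no effect and CRF at EC100 for full effect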
CHRM5 antagonist: CHRM5 antagonism in calcium assay. 360,000 tested, 0.59% active. P08912. inhibition, % at 3 µM. AID 624040. CHO-hM5 cells, Fluo-8 calcium fluorescence, ACh EC80;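 active = inhibition above a per-plate cutoff, the mean of that plate's test compounds plus 3 SD, cut at about 27% in these data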;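 note: 0% = acetylcholine EC80 with DMSO and 100% = DMSO without agonist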
CRFBP-R2 block: CRF-BP/CRF-R2 complex antagonism; HEK293 CRF-R2/CRF-BP, CRF-induced calcium fluorescence; inhibition, % at 11.8 µM; 350,000 tested, 0.59% active;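 active = inhibition of the ligand-induced calcium signal above about 50% at the single tested concentration, limit read from the data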
An asterisk follows results filed as active; · = not tested or not shown.

SMILES,M4 ag,M1 PAM,M4 PAM,M4 antag,CHRM5 agonist,CHRM5 PAM,CRFBP-R2 agonist,CHRM5 antagonist,CRFBP-R2 block
COc1ccc(NS(=O)(=O)c2cc(NC(=O)c3nc4nc(C)cc(C)n4n3)ccc2C)cc1,3,2,4,-1,-1,0,-0.2,5,-3
COC(=O)NC1c2ccccc2Oc2ccccc21,0,1,-3,15,-4,-1,3.5,4,-7
CC(C)N(C(=O)Cc1ccccc1[N+](=O)[O-])C(C)C,1,2,-2,-4,-3,-4,-0.7,18,-14
COc1ccc(-c2nnn(CC(=O)N(CCCN3CCOCC3)C(C(=O)NC3CCCC3)c3ccco3)n2)cc1 (configuration not stated),1,11,-1,0,-4,-7,0.8,0,-4
Cc1nn(-c2ccccc2)c(C)c1C(=O)OCC(O)=C(C#N)c1nc2ccccc2[nH]1,6,-6,-7,-3,13,-14,2.0,15,-8
Cc1cc(Nc2ccc([N+](=O)[O-])cc2)nc2ccccc12,0,-8,4,0,-4,-8,2.4,10,-8
FC(F)(F)c1ccncc1-c1nnnn1-c1ccc(Cl)cc1,1,18,5,0,3,10,-2.6,6,4
C#CCNC(=O)C[C@@H]1C[C@@]2(C(=O)OCC)CCC=C2N(Cc2cccc3ccccc23)C1=O,0,·,3,-5,-2,-9,·,1,·
CCOC(=O)CCn1nc(-c2ccc(Cl)cc2)cc1N,0,4,0,4,-8,-6,8.1,7,8
O=C(CN1CCOCC1)Nc1c(-c2ccccc2)c2cc(Br)ccc2[nH]c1=O,2,1,-6,13,1,2,0.5,-2,-7
Cc1ccc(NC(=O)C2CCCN(c3ncnc4c3nc3n4CCCCC3)C2)nc1 (configuration not stated),8,-1,7,-26,-3,3,-1.5,-20,4
CC(=O)O[C@H]1[C@@H](O)[C@H](O)[C@H](Oc2c(O)c(C)c3c4c2[C@@H](C)CC[C@@H]4[C@@H](C)C[C@H]3C=C(C)C)O[C@H]1C,3,1,19,0,10,-12,6.2,5,-19
O=C(CSc1ccc2nnc(-c3ccccc3)n2n1)NCc1ccc2c(c1)OCO2,1,5,8,-12,2,-2,2.1,-5,3
CC(O)CN(CCC(N)=O)CCC(N)=O (configuration not stated),1,2,0,5,-2,5,5.5,-3,-6
Cc1cccc(NC(=O)C23CCC(C)(C(=O)O2)C3(C)C)c1 (configuration not stated),0,13,-2,2,-1,8,-0.5,-16,4
COC(=O)c1cccc(NC(N)=S)c1,0,6,-4,8,1,-2,0.6,0,9
Cc1ccc(C)c(S(=O)(=O)N2CCCCC2CCNC(=O)C(=O)NCc2ccccc2)c1 (configuration not stated),5,-1,2,-4,-1,-4,0.8,2,8
CC(C)COP(=O)(OCC(C)C)C(Nc1ccccc1)c1ccccc1 (configuration not stated),8,-6,-24,-21,7,-10,0.8,3,-21
O=[N+]([O-])c1ccc(C2CC(c3ccccc3)=Nc3ccccc3S2)cc1 (configuration not stated),6,13,1,3,-5,7,-0.7,5,-13
Cc1cccc(NS(=O)(=O)c2ccc(C(=O)NCC3(N4CCCCC4)CCCCC3)cc2)c1C,3,-16,-2,-13,-7,3,1.4,-4,-4
O=C(Nc1ccnn1C1CCN(C(=O)c2c(F)cccc2F)CC1)C1CC1,1,3,-2,4,-2,2,0.9,1,-3
COc1cccc(-c2csc(N3CCN(C(=O)Nc4ccc(Cl)cc4)CC3)n2)c1,13,-12,-21,20,-4,-34,-0.6,28*,4
CSc1ccccc1OCc1cc(C(=O)N2C[C@H]3CC[C@H]2C3)no1,2,1,0,11,-2,-9,-1.4,24,-14
O=S(=O)(NCCc1csc(-c2ccc(C(F)(F)F)cc2)n1)c1ccc2c(c1)OCCO2,6,2,4,-13,2,-2,3.9,-2,-22
CCc1ccc(O)c(N=Cc2ccccc2O)c1,0,0,-4,5,0,3,-0.9,-3,-15
Cc1cc(N2Cc3ccccc3C2)ccc1C=O,2,16,-7,-6,15,-5,0.2,38*,8
O=C(OCC(=O)N1CCN(C(=O)COC(=O)c2ccccc2NCCO)CC1)c1ccccc1NCCO,1,-1,1,9,1,-4,0.6,9,-11
O=C(O)c1cccc(-c2csc(C(O)(c3ccccc3)C(F)(F)F)n2)c1 (configuration not stated),1,7,1,1,-1,6,·,4,·
CCOC(=O)[C@@H]1[C@H]2COc3ccc(Br)cc3[C@H]2N2C(=O)N(c3ccc(C)cc3)C(=O)[C@@]12C,1,8,9,-7,2,-2,1.9,0,2
CCN(CC)CCN1C(=O)C(=O)/C(=C(/O)c2ccc(F)cc2)C1c1cccnc1 (configuration not stated),1,2,3,0,-1,9,0.4,-4,-2
c1ccc(CC2CCN(C(c3cccs3)c3nnnn3C3CCCC3)CC2)cc1 (configuration not stated),-1,-4,0,2,0,-5,0.5,8,-8
COc1ccc(-c2noc(C)c2-c2ccc3ccccc3n2)c(O)c1,2,5,-5,12,-4,-6,-2.1,5,10
CN(C)C1CN(Cc2cn(Cc3ccc(C(F)(F)F)cc3)nn2)S(=O)(=O)C1 (configuration not stated),1,·,-1,4,3,1,·,2,·
Cc1ccc(-n2c(-c3cccnc3)n[nH]c2=S)c(C)c1,0,7,8,6,-2,-4,4.0,1,-34
COC(=O)CN1C(=O)c2cccc3cccc1c23,0,10,-2,9,0,2,-2.9,-1,5
O=C(Cc1ccc(OCc2ccccc2)cc1)NCc1ccc2c(c1)OCO2,1,2,8,-6,1,-7,·,2,·
Cc1csc(NC(=O)c2cc(-c3ccccc3)nc3ccccc23)n1,9,-8,-14,3,-1,-18,0.1,28*,-47
COc1ccc2cc(C(c3nnnn3Cc3ccc(F)cc3)N3CCCCCC3)c(=O)[nH]c2c1 (configuration not stated),4,-9,-15,14,0,-12,-1.6,6,-10
COC(=O)c1sccc1NC(=O)c1ccncc1,1,-1,0,8,-6,-5,-4.5,3,-8
Cc1ccc2c(CN3CCOCC3)cc(=O)oc2c1C,0,6,1,-4,-3,0,-0.3,-1,8
COc1cc(CNn2c(C)n[nH]c2=S)cc(Br)c1OCc1ccc(F)cc1,29,2,2,-3,10,-6,0.7,0,-1
C/C(=N\NC(=O)c1c(C)nc2ccccn12)c1ccccc1F,1,6,5,-10,-3,2,-1.7,-7,9
Nc1ncnc2c1ncn2[C@@H]1O[C@H](CNS(=O)(=O)c2ccc3c(c2)CCN(C(=O)C(F)(F)F)C3)[C@@H](O)[C@H]1O,-1,3,-2,-1,1,-2,-3.0,2,-5
O=C(c1ccccc1)c1ccc(OC(=O)C2CCCCC2)cc1,0,8,-4,10,-3,1,1.2,1,17
O=C(c1cc2c(c(-c3cccc(-c4ccc(F)cc4)c3)n1)[C@H](CCO)N(C(=O)c1ccc3c(c1)OCO3)C2)N1CCOCC1,7,·,6,-2,2,-3,·,0,·

Reformatted with values under each structure: entries from further up.
Every second line gives: M4 ag	M1 PAM	M4 PAM	M4 antag	CHRM5 agonist	CHRM5 PAM	CRFBP-R2 agonist	CHRM5 antagonist	CRFBP-R2 block
- O=C(c1ccccc1)c1ccc(OC(=O)C2CCCCC2)cc1
  0	8	-4	10	-3	1	1.2	1	17
- O=C(c1cc2c(c(-c3cccc(-c4ccc(F)cc4)c3)n1)[C@H](CCO)N(C(=O)c1ccc3c(c1)OCO3)C2)N1CCOCC1
  7	·	6	-2	2	-3	·	0	·

Remaining list, next part.
SMILES,M4 ag,M1 PAM,M4 PAM,M4 antag,CHRM5 agonist,CHRM5 PAM,CRFBP-R2 agonist,CHRM5 antagonist,CRFBP-R2 block
COCCNC(=O)C(c1ccc(F)cc1)N(Cc1cccs1)C(=O)CCC(=O)Nc1ccccn1 (configuration not stated),2,2,-1,-6,0,-3,-1.0,3,-1
CCOCCCNC(=O)Cn1cnc2c(cnn2-c2ccc(C)c(C)c2)c1=O,1,7,0,-8,1,-3,-0.1,6,9
CCN1CCN(CC(=O)N2c3ccccc3Sc3ccccc32)CC1,2,-27,-15,31*,-8,-19,-2.2,5,-7
CC(=O)NS(=O)(=O)c1ccc(NC(=O)c2cccc(S(=O)(=O)N3CCc4ccccc43)c2)cc1,0,3,-5,4,-2,0,0.0,8,-1
COc1cc(C(=O)c2nccc3cc(OC)c(OC)cc23)c([N+](=O)[O-])cc1OC,0,7,15,-6,-3,-3,-0.5,9,19
COC(=O)CNC(=O)CNC(=O)Nc1ccccc1Cl,1,7,-3,2,-1,8,-1.3,-2,13
COc1ccc(Cc2nnc(SCC(=O)c3ccc4c(c3)OCO4)o2)cc1,2,-2,-7,1,1,-12,1.6,2,8
CC(C)COc1ccc(CNC(=S)N/N=C/c2ccc([N+](=O)[O-])cc2)cc1,0,-2,-28,-14,-1,0,-0.4,-6,-19
Cc1nn(Cc2c(Cl)cccc2Cl)c(C)c1NC(=O)c1cnn2c(C(F)F)cc(-c3ccccc3)nc12,1,-6,0,3,0,-1,-1.1,-3,-12
CCOC(=O)c1cn(C2CC2)c2c(F)c(NCCCN(C)C)c(F)cc2c1=O,10,-1,-21,3,-3,-11,0.9,12,0
Cc1nn(-c2ccccc2)c(C)c1NC(=O)COC(=O)c1ccc(S(=O)(=O)C(F)F)cc1,19,-8,-10,3,2,-27,-1.2,14,-7
CC1=C(C(=O)N2CCCCC2)C2(CCC(C)CC2)OC1=O (configuration not stated),17,-7,-6,6,3,-12,-0.2,14,11

Exported with two lines to a compound: 11 of the compounds above
Results follow in this order: M4 ag, M1 PAM, M4 PAM, M4 antag, CHRM5 agonist, CHRM5 PAM, CRFBP-R2 agonist, CHRM5 antagonist, CRFBP-R2 block
- CCOCCCNC(=O)Cn1cnc2c(cnn2-c2ccc(C)c(C)c2)c1=O
  1, 7, 0, -8, 1, -3, -0.1, 6, 9
- CCN1CCN(CC(=O)N2c3ccccc3Sc3ccccc32)CC1
  2, -27, -15, 31*, -8, -19, -2.2, 5, -7
- CC(=O)NS(=O)(=O)c1ccc(NC(=O)c2cccc(S(=O)(=O)N3CCc4ccccc43)c2)cc1
  0, 3, -5, 4, -2, 0, 0.0, 8, -1
- COc1cc(C(=O)c2nccc3cc(OC)c(OC)cc23)c([N+](=O)[O-])cc1OC
  0, 7, 15, -6, -3, -3, -0.5, 9, 19
- COC(=O)CNC(=O)CNC(=O)Nc1ccccc1Cl
  1, 7, -3, 2, -1, 8, -1.3, -2, 13
- COc1ccc(Cc2nnc(SCC(=O)c3ccc4c(c3)OCO4)o2)cc1
  2, -2, -7, 1, 1, -12, 1.6, 2, 8
- CC(C)COc1ccc(CNC(=S)N/N=C/c2ccc([N+](=O)[O-])cc2)cc1
  0, -2, -28, -14, -1, 0, -0.4, -6, -19
- Cc1nn(Cc2c(Cl)cccc2Cl)c(C)c1NC(=O)c1cnn2c(C(F)F)cc(-c3ccccc3)nc12
  1, -6, 0, 3, 0, -1, -1.1, -3, -12
- CCOC(=O)c1cn(C2CC2)c2c(F)c(NCCCN(C)C)c(F)cc2c1=O
  10, -1, -21, 3, -3, -11, 0.9, 12, 0
- Cc1nn(-c2ccccc2)c(C)c1NC(=O)COC(=O)c1ccc(S(=O)(=O)C(F)F)cc1
  19, -8, -10, 3, 2, -27, -1.2, 14, -7
- CC1=C(C(=O)N2CCCCC2)C2(CCC(C)CC2)OC1=O (configuration not stated)
  17, -7, -6, 6, 3, -12, -0.2, 14, 11
